# CHRM1 agonist = human M1 muscarinic receptor agonists, primary screen, Fluo-8 calcium fluorescence, CHO-K1 cells, HTS. Muscarinic acetylcholine receptor M1 (Homo sapiens), P11229. CHO-K1 hM1, agonist mode; 0% DMSO, 100% acetylcholine EC100. activation, % at 3 µM. 360,000 compounds, 0.33% hits;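 active = activation above the run's mean compound activation plus 3 SD, cut at about 16% in these data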;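 note: peak over basal fluorescence ratio within a 140 s kinetic read after compound addition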
# M1 ag parental = counter-screen for M1 agonists: effect in parental CHO-K1 cells; Fluo-8 calcium fluorescence; scaled to maximal ATP response, vehicle zero; activation, % at 3 µM; 360,000 compounds, 0.48% hits; in the data active = activation above about 15%;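 note: untransfected CHO-K1 host cells lacking M1 receptor as counterscreen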
# M1 PAM parental = nonselective calcium activators in parental CHO-K1 cells, primary screen, counter-screen for M1 PAM project, cell-based, Fluo-8 calcium fluorescence, full deck, 1536-well | activation, % at 3 µM | ATP EC20; 0% at ATP EC20, 100% at ATP max | 360,000 compounds, 0.02% hits;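 active = activation above the run cutoff, the mean activation of all test compounds plus 3 SD, cut at about 40% in these data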;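 note: peak over basal fluorescence ratio in a 140 s read after ATP addition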
# CHO parental Ca = ATP-evoked calcium signal inhibitors, parental CHO, primary screen, counter-screen for OX1R antagonist project, cell-based, fluorescence, Fluo-8 calcium dye | 330,000 compounds, 0.63% hits | inhibition, % at 5.6 µM | parental CHO-K1, ATP-induced calcium, Fluo-8 fluorescence;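 active = inhibition above that plate's mean sample inhibition plus 3 SD, cut at about 26% in these data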;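 note: 0% = ATP-challenged DMSO wells and 100% = DMSO wells without ATP; some compounds past the cut are filed as inactive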
#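 Assay system: untransfected parental CHO cell line. Also added: ATP agonist challenge. Dosing: one dose, 5.6 µM nominal. Measured by: Fluo-8 fluorescence. Read-out: % inhibition. Benchmarks: ATP wells versus no-ATP DMSO wells. Repeats: no replicates.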
# M1 antag = human M1 muscarinic receptor antagonists, primary screen, CHO-K1 cells, Fluo-8 calcium fluorescence, 1536-well; CHO-K1 hM1, ACh EC80 antagonist; 360,000 compounds, 1.3% hits; Muscarinic acetylcholine receptor M1 (Homo sapiens), P11229; inhibition, % at 3 µM;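 active = percent inhibition above its own plate's cutoff, namely the mean of that plate's compound wells plus 3 SD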;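 note: peak over basal fluorescence ratio during 140 s after agonist addition; 0% = ACh EC80 plus DMSO and 100% = DMSO alone without agonist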
# OXTR potentiator = human OXTR potentiators, primary screen, fluorescence, CHO-OTR cells, Fluo-8 calcium; Oxytocin receptor (Homo sapiens), P30559; Fluo-8 calcium fluorescence, potentiator mode; 0% = oxytocin EC15, 100% = EC100; activation, % at 3 µM; 320,000 compounds, 0.061% hits;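 active = activation above that plate's cutoff, the mean activation of tested compounds plus 3 SD, cut at about 6.6% in these data, passing the limit was not always enough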;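 note: 100% uses oxytocin at 75 nM as the full agonist control; some results filed as inactive read as strong as hits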
# Target sequence (P30559 whole entry, looked up): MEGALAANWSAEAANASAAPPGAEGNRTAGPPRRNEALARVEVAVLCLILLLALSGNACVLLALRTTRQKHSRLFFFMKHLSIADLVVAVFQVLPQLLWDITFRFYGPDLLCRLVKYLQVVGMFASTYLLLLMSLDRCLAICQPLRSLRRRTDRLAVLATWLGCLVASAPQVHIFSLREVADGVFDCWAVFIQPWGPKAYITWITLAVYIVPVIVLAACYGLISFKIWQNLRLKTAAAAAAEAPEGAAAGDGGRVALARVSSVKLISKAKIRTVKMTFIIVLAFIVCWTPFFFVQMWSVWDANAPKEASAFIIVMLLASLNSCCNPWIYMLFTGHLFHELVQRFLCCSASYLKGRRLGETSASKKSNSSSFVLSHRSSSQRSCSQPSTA
#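 test system = CHO-OTR cells, human receptor | compound = single-point 3.0 µM | schedule = 6 min compound pre-incubation at room temperature, 100 s kinetic read | signal = Fluo-8 no-wash calcium dye fluorescence, excitation 470-495 nm, emission 515-575 nm | repeats = single well per compound, singlicate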
# TAAR1 ag = human TAAR1 agonists, primary screen, Fluo-8 calcium fluorescence, CHO RD-HGA16 cells. AID 624467, 2012. 360,000 compounds, 0.99% hits. vehicle wells 0%, saturating PEA agonist 100%. Trace amine-associated receptor 1 (Homo sapiens), Q96RJ0. activation, % at 3 µM;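 active = activation above the mean activation of all test compounds in the run plus 3 SD, cut at about 38% in these data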
# Target sequence (Q96RJ0 whole entry, looked up): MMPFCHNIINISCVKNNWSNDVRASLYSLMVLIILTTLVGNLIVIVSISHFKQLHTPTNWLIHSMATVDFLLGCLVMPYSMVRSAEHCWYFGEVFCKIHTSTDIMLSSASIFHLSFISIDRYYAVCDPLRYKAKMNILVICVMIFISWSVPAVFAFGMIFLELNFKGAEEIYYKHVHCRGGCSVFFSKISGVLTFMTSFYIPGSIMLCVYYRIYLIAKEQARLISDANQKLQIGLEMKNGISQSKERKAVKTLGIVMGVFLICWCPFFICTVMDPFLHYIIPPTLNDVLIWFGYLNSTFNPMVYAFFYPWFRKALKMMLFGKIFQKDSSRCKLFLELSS
#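 System: CHO RD-HGA16 cells carrying human TAAR1 plus Gα16; Incubation: 17-24 h seeding, 75 min 37 °C dye, 30 min RT; Measured by: Fluo-8 fluorescence, 5 s baseline then 140 s kinetic read; Control set: DMSO and PEA EC100; Replication: single well for each compound.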
# TAAR1 antagonist = human TAAR1 antagonists, primary screen, Fluo-8 calcium fluorescence, CHO RD-HGA16 cells; Trace amine-associated receptor 1 (Homo sapiens), Q96RJ0; antagonist; inhibition, % at 3 µM; 360,000 compounds, 1.5% hits; AID 624466, 2012;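 active = inhibition above a per-plate cutoff, the mean inhibition of test compounds on that plate plus 3 SD, cut at about 49% in these data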;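 note: 0% = DMSO plus EC80 beta-PEA response and 100% = DMSO alone without agonist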
#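 Material: CHO RD-HGA16 cells bearing hTAAR1; compound dosing: one-point dosing, 3 µM nominal final; schedule: dye loading 75 min at 37 °C, then 30 min room temperature; measured by: calcium fluorescence with Fluo-8; control set: vehicle and agonist controls; replication: n of 1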
# CHO-K1 Ca antag = counter-screen for M1 antagonists: effect in parental CHO-K1 cells; inhibition, % at 3 µM; 360,000 compounds, 0.6% hits; AID 602250; ATP-induced calcium, Fluo-8 fluorescence;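 active = inhibition above a per-plate cutoff, the plate's mean sample inhibition plus 3 SD, cut at about 24% in these data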;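 note: 0% = DMSO plus EC80 ATP and 100% = DMSO alone without ATP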
# Active calls of the source: *; nt = not tested or not shown.
SMILES,CHRM1 agonist,M1 ag parental,M1 PAM parental,CHO parental Ca,M1 antag,OXTR potentiator,TAAR1 ag,TAAR1 antagonist,CHO-K1 Ca antag
CCn1c(Sc2ccc([N+](=O)[O-])cn2)nnc1-c1ccco1,-6,-0.1,1,-6,-4,6,-1,-8,0
CCCCNC(=O)CCc1nc2cccnc2n1Cc1ccc(OC)cc1,-2,0.2,8,-20,-17,-3,5,-23,-5
CSc1ccc(Cl)c(C(=O)N2CCOc3ccccc32)c1,-5,3.0,-24,-13,-10,0,-2,16,11
COc1ccc(C(C)=O)cc1Cn1c(C)c(C(=O)NCc2cccc(Cl)c2)sc1=O,-7,1.3,-1,nt,-3,nt,-2,-19,2
CC(C)OC(=O)CC12CN(C)CC(CC(=O)OC(C)C)(CN(C)C1)C2=O,2,-0.4,-1,-3,-16,-7,-3,-3,8
COc1cc2ccccc2cc1C(=O)NC(=S)Nc1nnn(C)n1,-3,0.1,16,6,-5,-6,0,3,-13
Cc1ccc(NC(=O)c2ccc(OC(F)(F)F)cc2)cc1S(=O)(=O)N(C)C,-7,8.7,8,-14,13,-9,8,16,6
O=C(CN(c1ccc(F)cc1)S(=O)(=O)c1ccc2c(c1)OCCO2)Nc1cccnc1,0,3.3,16,-32,-53,-15,10,5,-12
COc1ccc(NS(=O)(=O)N2CCCCC2)cc1,-3,-0.3,9,nt,-21,nt,1,1,-9
COc1cc(=O)[nH]c(SCC(=O)Nc2nc3c(s2)CCCC3)n1,-3,0.7,13,-4,-2,-2,10,-21,-7
O=C(Cc1cccs1)Nc1nc(-c2ccc(F)cc2F)cs1,-7,4.8,1,2,26,-7,12,38,-6
O=C(COC(=O)C1CCN(S(=O)(=O)c2cccs2)CC1)Nc1ccc(F)cc1Cl,3,3.5,5,-9,-5,-10,7,33,2
Cc1ccc(CN(C(=O)COc2ccc(C)c(C)c2)C2CCS(=O)(=O)C2)o1 (stereo not drawn),-2,0.5,-9,-19,20,-7,1,-15,5
O=C(Cn1c(-c2ccccc2Cl)nc2ccccc21)Nc1cccc(Cl)c1,-1,0.4,24,-14,-14,-10,1,-13,-12
CCOc1ccc(C(=O)Oc2cc(C)[nH]c(=O)c2[N+](=O)[O-])cc1,-4,-0.1,1,0,6,-2,1,-7,-3
CCOC(=O)c1c(NC(=O)C(C)Sc2cn(C)c3ccccc23)sc2c1CCC2 (stereo not drawn),-3,-0.2,0,4,0,-8,0,-39,2
CCCCC1SC(N)=NC1=O (stereo not drawn),0,0.8,5,nt,-13,nt,2,-8,-9
Cc1ccc(C2CN(CCC(N)=O)C(=O)CO2)cc1 (stereo not drawn),-3,-0.2,11,-6,-8,-6,10,-1,-2
OCCC1CN(Cc2cnc(N3CCCC3)s2)CCN1C1CCCC1 (stereo not drawn),-4,-0.6,-11,-22,13,-13,2,-6,0
COc1ccc(C(=O)O/N=C(\N)c2cccc(C)c2)cc1OC,-5,5.9,2,-9,15,-10,2,7,5
COc1ccccc1N/C(=N/S(=O)(=O)c1ccc(C)cc1)c1ccccc1,-1,0.5,18,-30,0,-7,7,-24,-9
O=C(O)Cc1ccc(NS(=O)(=O)c2ccc3ccccc3c2)cc1,-2,0.6,12,10,-21,-16,-1,-12,-10
Cc1ccccc1N(C(=O)c1snc(C(N)=O)c1N)C(C(=O)NC1CCCC1)c1ccco1 (stereo not drawn),-4,0.1,3,nt,4,nt,5,6,-8
CCC1(c2ccc(F)cc2)NC(=O)N(CC(=O)N2c3ccccc3CC2C)C1=O (stereo not drawn),27*,12,14,-14,6,-11,76*,28,-19
Cc1cccc(NC(=O)CSc2nnc(-c3ccncc3)n2C)c1,-6,-0.1,-4,13,4,-12,9,10,-5
# New compounds follow:
SMILES,CHRM1 agonist,M1 ag parental,M1 PAM parental,CHO parental Ca,M1 antag,OXTR potentiator,TAAR1 ag,TAAR1 antagonist,CHO-K1 Ca antag
CN(CC(=O)Nc1ccc(F)cc1)C(=O)c1ccncc1,-3,0.5,19,14,1,-4,0,9,-2
C/C(=N\Nc1cc(N2CCCCC2)nc(C)n1)c1ccc(Br)cc1,-2,0.3,0,-6,-3,-6,-2,-2,8
Nc1nonc1-n1nnc(C(=O)N/N=C/c2ccccc2Cl)c1-c1ccccc1,4,0.5,-8,4,3,-7,8,3,-7
Cc1cc(C)nc(SCC(=O)N/N=C/c2ccc3c(c2)OCO3)n1,-1,0.4,2,nt,2,nt,1,-27,-5
OCC[C@@H]1C[C@@H](O)[C@H](O)[C@@]2(CCCCO2)O1,-5,0.1,18,1,-5,-1,1,12,-8
O=C(NCCO)c1ccc2c3n(nc2c1)-c1ccccc1CO3,-3,-0.1,2,-10,-13,-8,5,11,-7
CC(=O)OCCNc1cc(SCc2ccco2)c2nonc2c1[N+](=O)[O-],-5,2.0,22,-1,-6,-10,nt,nt,-1
CCC(Oc1ccccc1)C(=O)N(Cc1ccccc1)c1ccccn1 (stereo not drawn),-10,-0.2,25,-7,-17,2,-1,-23,-11
CC(C)C[C@H]1CNC(=S)N1C[C@H]1CCCN1C[C@H](Cc1ccc(O)cc1)N1C[C@H](Cc2ccccc2)N(CC2CCCCCC2)C1=S,2,-0.1,0,nt,-1,nt,0,-20,15
COc1ccc(/C=C/C(=O)c2ccccc2O)cc1CN1CCOCC1,-6,1.4,2,-18,-20,-9,nt,nt,-3
COc1ccccc1-c1sc2cc3c(cc2c1C#Cc1ccccn1)OCO3,-7,0.0,-5,-29,4,-3,0,15,-12
COc1ccc(C2C3=C(CC(C)(C)CC3=O)Nc3c2c(=O)[nH]c(=O)n3Cc2ccccc2)cc1OC (stereo not drawn),-7,-0.1,-6,-11,11,-6,5,-14,9
CC1(C(=O)Nc2ccccc2Br)CCN1C(=O)CC1CC1 (stereo not drawn),-1,-0.2,-6,nt,-2,nt,3,6,13
c1ccc(Nc2nc(Nc3ccccc3)nc(N3CCNCC3)n2)cc1,0,0.8,-12,-18,-9,-2,26,6,1
Cc1ccc(-n2c(Cc3ccccc3)n[nH]c2=S)cc1,-6,0.3,15,-1,-11,3,7,-2,0
Cc1ccc(NC(=O)COC(=O)CN2CCSC2=O)cc1Cl,2,6.0,29,nt,-8,nt,13,-4,-1
O=C(CN1CCN(C2CCCCC2)CC1)Nc1ccccc1-c1ccccc1,-6,0.6,33,-18,-29,-1,4,-19,-30
CCOC(=O)c1c(NC(=S)NC(=O)/C=C/c2cccs2)sc(C)c1C,-4,0.4,13,-16,-13,-13,3,0,-13
Cc1ccc(S(=O)(=O)N(CCC#N)CCN2CCCC2)cc1,-5,0.0,16,-3,-1,-2,-1,5,-6

# By substructure, the compounds so far with an aryl thioether with sulfur outside any ring.
SMILES,CHRM1 agonist,M1 ag parental,M1 PAM parental,CHO parental Ca,M1 antag,OXTR potentiator,TAAR1 ag,TAAR1 antagonist,CHO-K1 Ca antag
CCn1c(Sc2ccc([N+](=O)[O-])cn2)nnc1-c1ccco1,-6,-0.1,1,-6,-4,6,-1,-8,0
CSc1ccc(Cl)c(C(=O)N2CCOc3ccccc32)c1,-5,3.0,-24,-13,-10,0,-2,16,11
COc1cc(=O)[nH]c(SCC(=O)Nc2nc3c(s2)CCCC3)n1,-3,0.7,13,-4,-2,-2,10,-21,-7
CCOC(=O)c1c(NC(=O)C(C)Sc2cn(C)c3ccccc23)sc2c1CCC2 (stereo not drawn),-3,-0.2,0,4,0,-8,0,-39,2
Cc1cccc(NC(=O)CSc2nnc(-c3ccncc3)n2C)c1,-6,-0.1,-4,13,4,-12,9,10,-5
Cc1cc(C)nc(SCC(=O)N/N=C/c2ccc3c(c2)OCO3)n1,-1,0.4,2,nt,2,nt,1,-27,-5
CC(=O)OCCNc1cc(SCc2ccco2)c2nonc2c1[N+](=O)[O-],-5,2.0,22,-1,-6,-10,nt,nt,-1

# Three entries already listed, ordered by the value under OXTR potentiator, ascending.
Structure,OXTR potentiator
Cc1ccc(NC(=O)c2ccc(OC(F)(F)F)cc2)cc1S(=O)(=O)N(C)C,-9
COc1cc2ccccc2cc1C(=O)NC(=S)Nc1nnn(C)n1,-6
CCC(Oc1ccccc1)C(=O)N(Cc1ccccc1)c1ccccn1 (stereo not drawn),2

# High-throughput results from PubChem BioAssay.
